bIAP inhibitor = bovine intestinal alkaline phosphatase inhibitors, primary screen, selectivity assay for TNAP inhibitor project, biochemical, bovine IAP, CDP-star luminescence. AID 1019, 2008. alkaline phosphatase, intestinal [Bos taurus]. inhibition, % at 20 µM. 190,000 tested, under 10 active. purified bovine IAP, 30 min;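 active means over 50% inhibition of intestinal alkaline phosphatase at 20 µM in the single-dose screen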
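Assay system – bovine IAP enzyme · Quantity – bovine IAP at 1/65,000,000 final dilution · Detection – CDP-star luminescence signal · Times – 30 min reaction at room temperature · Also added – CDP-star substrate at 30 µM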
Diaphorase act = compounds boosting diaphorase resazurin reduction – biochemical, uHTS, resorufin fluorescence, counter-screen for diaphorase-coupled primary assays, primary screen; Diaphorase/resazurin coupled assay, 16 min; active compounds read high; 1 = vehicle wells, 0 = NADH-free wells; activation factor at 20 µM; hit rate 0.005% among 190,000; AID 1229, 2008;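 active means diaphorase activity raised at least twofold by the compound at 20 µM; inactive means activation factor below 2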
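Test system: Clostridium kluyveri diaphorase, purified enzyme; input: enzyme 0.07 U/mL final; buffer or medium: 50 mM HEPES pH 7.4 with 4.542 mM MgCl2, 0.005% Tween 20; also added: 0.114 mM NADH and 0.1 mM resazurin, final amounts; schedule: 16 min enzyme reaction, ambient temperature; technique: fluorescence of resorufin, 544 nm excitation, 590 nm emission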
TNAP inh no acc = human TNAP enzyme inhibitors, primary screen, biochemical, luminescent, no phosphate acceptor, uHTS; Alkaline phosphatase, tissue-nonspecific isozyme (Homo sapiens), P05186; purified TNAP, CDP-star luminescence, 30 min; inhibition, % at 20 µM; hit rate 0.26% among 200,000; AID 1012, 2008;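 active means tissue-nonspecific alkaline phosphatase inhibition above about 50% at 20 µM in the single-dose screen, limit read from the data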;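 further: 0% = DMSO negative control and 100% = EDTA positive control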
Target sequence (P05186 whole entry, looked up): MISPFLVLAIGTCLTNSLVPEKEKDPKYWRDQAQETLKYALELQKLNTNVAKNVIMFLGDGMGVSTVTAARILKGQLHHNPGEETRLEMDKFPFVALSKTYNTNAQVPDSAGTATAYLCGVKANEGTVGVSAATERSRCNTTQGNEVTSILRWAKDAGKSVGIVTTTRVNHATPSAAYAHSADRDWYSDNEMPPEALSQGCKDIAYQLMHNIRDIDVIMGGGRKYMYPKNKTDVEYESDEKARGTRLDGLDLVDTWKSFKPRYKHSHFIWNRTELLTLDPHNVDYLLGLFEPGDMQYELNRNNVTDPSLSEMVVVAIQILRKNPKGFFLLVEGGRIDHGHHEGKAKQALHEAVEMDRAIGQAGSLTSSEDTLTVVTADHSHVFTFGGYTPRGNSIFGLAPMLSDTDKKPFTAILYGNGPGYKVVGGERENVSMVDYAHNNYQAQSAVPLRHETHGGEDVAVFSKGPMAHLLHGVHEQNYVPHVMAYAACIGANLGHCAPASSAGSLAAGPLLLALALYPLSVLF
Lmaj promast = Leishmania major promastigote growth inhibition, primary screen. Leishmania major promastigotes, resazurin fluorescence viability. inhibition, % at 10 µM. hit rate 9% among 200,000; in the data active means inhibition above about 50%;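 further: promastigotes grown with compound for 44 hours at 28 °C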
PMI act hi M6P = human PMI activators, high substrate, primary screen, biochemical, fluorescence intensity, near-saturating mannose 6-phosphate | coupled PMI enzyme assay, resazurin fluorescence, 20 min; active compounds read high; 1 = untreated enzyme, 0 = substrate-free blank | activation factor at 20 µM | hit rate 0.34% among 190,000 | AID 1216, 2008;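 active means activation factor of 2 or more at 20 µM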
Target sequence (P34949 whole entry, looked up): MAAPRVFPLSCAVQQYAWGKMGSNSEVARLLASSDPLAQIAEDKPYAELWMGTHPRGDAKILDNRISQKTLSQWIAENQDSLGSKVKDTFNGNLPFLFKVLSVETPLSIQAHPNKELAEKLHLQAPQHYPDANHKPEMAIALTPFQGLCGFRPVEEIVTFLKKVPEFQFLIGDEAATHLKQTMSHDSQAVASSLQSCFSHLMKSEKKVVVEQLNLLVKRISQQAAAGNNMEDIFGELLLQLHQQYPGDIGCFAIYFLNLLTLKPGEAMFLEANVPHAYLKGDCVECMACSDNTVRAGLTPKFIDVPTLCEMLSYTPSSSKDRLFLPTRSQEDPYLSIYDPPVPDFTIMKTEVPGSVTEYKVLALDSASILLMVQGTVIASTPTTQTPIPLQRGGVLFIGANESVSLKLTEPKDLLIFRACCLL
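Technique: Diaphorase-driven resazurin-to-resorufin fluorescence, excitation 544, emission 590 nm | Assay system: Human PMI in coupled enzyme assay | Times: Enzyme reaction with compound 20 min at room temperature | Medium: HEPES-buffered pH 7.4 with magnesium and detergent | Reagent: Mannose-6-phosphate 1.0 mM (near-saturating) plus 0.22 mM NADP+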
Diaph inh CS = diaphorase inhibitors and chemical oxidizers, primary screen, counter-screen for diaphorase-coupled primary assays, biochemical, uHTS, resorufin fluorescence. diaphorase resazurin-to-resorufin fluorescence, NADH, 16 min; bacterial (C. kluyveri) enzyme, not human. inhibition, % at 20 µM. hit rate 0.69% among 190,000. AID 1217, 2008;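 active means primary screen inhibition at 20 µM above a set limit, cut at about 50% in these data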;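 further: plate controls were DMSO with full reaction for no effect and wells lacking NADH for full effect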
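material = Clostridium kluyveri diaphorase enzyme | amount = 0.14 U/mL diaphorase, enzyme working solution | schedule = incubation 16 min, room temperature | detection = fluorescence of resorufin formed from resazurin, Ex 544/Em 590 nm | benchmarks = positive control minus NADH, DMSO neutral control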
PMI act = activators of human PMI, primary screen, biochemical, fluorescence intensity, near-Km mannose 6-phosphate | Mannose-6-phosphate isomerase (Homo sapiens), P34949 | purified human PMI, coupled resazurin fluorescence, 20 min; active compounds read high; 1 = vehicle control, 0 substrate-free wells | hit rate 0.005% among 190,000 | AID 1214, 2008 | activation factor at 20 µM;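 active means activation factor of 2 or more at 20 µM, relative to plate controls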
TNAP act hiacc = TNAP activators at high phosphate acceptor level, primary screen, biochemical, luminescence, uHTS; purified TNAP, CDP-star luminescence, 1 M DEA, 30 min; active compounds read high; 0 = EDTA background, 1 = DMSO-only activity; activation factor at 20 µM; 200,000 tested, under 10 active; AID 1136, 2008;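 active means activation factor at least 2 at 20 µM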
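Control set: EDTA negative control, DMSO positive control / Assay system: human TNAP / Quantity: TNAP 1/800 final / Evaluation: TNAP activation factor scaled between EDTA and DMSO control wells / Measured by: luminescent substrate turnover signal / Compound dosing: one dose, 20 µM / Times: 30 min enzyme reaction at room temperature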
TNAP inh hiacc = human TNAP enzyme inhibitors, primary screen, biochemical, luminescent, high phosphate acceptor level, uHTS | inhibition, % at 20 µM | hit rate 0.03% among 200,000 | purified TNAP, CDP-star luminescence, 1 M DEA;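 active means over 50% inhibition of tissue-nonspecific alkaline phosphatase at 20 µM in the single-dose screen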;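 further: plate controls were DMSO wells for no effect and EDTA-quenched wells as full inhibition for full effect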
bIAP activator = bovine intestinal alkaline phosphatase activators, primary screen, biochemical, bovine IAP, CDP-star luminescence; alkaline phosphatase, intestinal [Bos taurus]; purified bovine IAP, 30 min; active compounds read high; fold of DMSO-control signal, blank-subtracted; activation factor at 20 µM; hit rate 0.17% among 200,000;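 active means activation factor of 2 or more at 20 µM, a signal rise over negative controls twice the positive control's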
The depositor's hits bear a star; . = not tested or not shown.

SMILES	bIAP inhibitor	Diaphorase act	TNAP inh no acc	Lmaj promast	PMI act hi M6P	Diaph inh CS	PMI act	TNAP act hiacc	TNAP inh hiacc	bIAP activator
COc1ccc(NC(=O)Cn2c(CCC(=O)O)ccc2-c2ccc(C)cc2)cc1	-22	0.8	-13	-3	0.8	20	0.9	1.1	-8	1.2
CCN1CCc2c(OCC(=O)Nc3cccc(C)c3)cccc2C1=O	2	0.9	-12	-2	0.7	9	1	1	-4	1
CO/N=C/c1ccc(N2CCCC2)c([N+](=O)[O-])c1	14	1	9	10	1.1	4	1	0.8	18	0.9
Cn1c(N2CCCCC2)cc(=O)n(C)c1=O	8	0.9	-11	-7	0.9	11	1	1	-3	0.9
CCOc1ccc(NC(=O)CSC2=NCCN2)cc1	-3	1	-12	4	1	4	1	1	5	1
COC(=O)c1cc2occc2n1Cc1nc(-c2ccccc2C)oc1C	15	1	-7	-7	1	0	1.1	1	4	0.9
CCOC(=O)CSc1nnc(Cc2cc(=O)[nH]c(=O)[nH]2)n1-c1ccc(Cl)cc1	9	0.9	6	-7	1.1	11	1.1	1.1	-6	0.9
O=C(CSc1ccc(-c2ccccc2)nn1)N1CCCCC1	-2	0.9	-10	4	1	8	1.1	1	-3	1
CCCCOc1ccc(C(C)NC(=O)CCS(=O)(=O)Cc2ccccc2Cl)cc1 (centres undefined)	15	0.9	-4	-8	1	10	0.9	1	2	0.8
C=C(C)Cn1c(SCC(=O)O)nnc1-c1ccc(OC)cc1	5	0.9	-2	-6	1.1	8	1.1	1.1	-6	1
Cc1c(C(=O)Nc2cccc3cccnc23)oc2ccccc12	4	1	-4	-6	1	4	1	1	-4	1
O=C(CCC(=O)OCc1cccc([N+](=O)[O-])c1)Nc1ccc(F)cc1	-6	1	-4	-5	1	2	1	1	-3	1.1
O=C(CC(c1ccccc1)(c1ccccc1)c1ccccc1)N[C@@H](Cc1ccc(O)cc1)C(=O)O	-5	0.8	-12	-7	1	24	1	1.1	-7	1.1
O=C1Nc2c(Br)cc(Br)c3cccc1c23	6	0.9	-8	1	0.7	10	1.1	1	-4	0.9
Cc1ccccc1OCc1nc2c3cnn(C)c3ncn2n1	27	0.9	48	3	1	5	1	1	-1	0.7
O=C(CSCc1ccc([N+](=O)[O-])cc1)NN=C1CCCCCC1	4	1	-7	-4	1.1	0	1.1	1	-4	1
Cc1ccc(C(=O)O)cc1NC(=S)NC(=O)c1ccc(-c2ccccc2)cc1	13	0.7	16	-2	0.7	27	0.8	1	-1	0.9
CCC(C)(C)NC(=O)C(c1ccc(C)cc1)N(CC1CCCO1)C(=O)CNC(=O)c1cccs1 (centres undefined)	-5	1	-3	4	1	4	1	1	3	1.1
COc1ccc(N2CCN(C(=O)c3ccc(Oc4ccc(C(F)(F)F)cn4)cc3)CC2)cc1	2	1	-2	-3	1.1	1	0.9	1	-1	1
Cc1cccc(OCc2nnc(SCC(=O)c3cccs3)n2C)c1C	4	0.7	-7	10	0.9	27	0.9	1.1	-8	1
CC(NS(=O)(=O)c1ccc(CCC(=O)N2CCN(C)CC2)cc1)c1ccccc1 (centres undefined)	-10	0.9	-3	43	0.9	8	0.9	1	3	1.1
Cc1ccc(OCC(=O)Nc2ccc(C)c(S(=O)(=O)N3CCCCC3)c2)c([N+](=O)[O-])n1	-43	0.9	-5	17	1	12	0.9	1	3	1.4
OC(C#CCN1CCOCC1)c1cccs1 (centres undefined)	2	1.2	6	-4	1.1	-24	1	1.1	-5	1
COc1ccc(CN(CC(=O)NC2CCCCC2)C(=O)CCCC(=O)Nc2ccccn2)cc1	-4	.	-9	-7	.	.	.	1	-2	1
Cc1ccc2nc(N3CCN(c4ccccc4)CC3)c(C=O)c(=O)n2c1	-10	0.9	-2	0	0.5	8	1.1	1	1	1.1
Cc1cccc(N2C(=O)C3C4CC(=O)C(c5ccccc54)C3C2=O)c1C (centres undefined)	1	1.1	13	-4	1.1	-14	1.1	1	4	1
CCCn1c(N)c(Sc2ccc(Cl)cc2)c(=O)n(CCC)c1=O	2	0.9	-7	15	0.9	12	0.8	1	-3	1
CCOC(=O)c1ccc(NC(=O)c2ccc(NS(C)(=O)=O)cc2)cc1	11	1	-15	-5	1	3	1	1	-1	0.9
CCn1c(SCc2nc3ccccc3[nH]2)nnc1-c1cccnc1	8	0.9	-2	0	1	7	1	1	0	0.9
CCN(Cc1ccccc1)C(=O)CSc1nc(C)cc(C)c1C#N	5	0.9	-10	28	0.9	12	0.9	1	-1	0.9
O=C(CNS(=O)(=O)c1cccc2nsnc12)NCc1ccc(Cl)cc1	-4	1	-7	1	1.2	1	1	1	0	1
Cc1cc(C(=O)NCc2ccc(S(N)(=O)=O)cc2)c(C)o1	2	0.8	-10	1	1	18	0.9	1.1	-5	1
COc1ccc(C2=NOC(C(=O)N3CCN(c4ccccc4OC)CC3)C2)cc1 (centres undefined)	5	0.8	-9	-4	0.9	19	0.9	1	-1	1
O=C(CN1CCN(Cc2ccccc2)CC1)Nc1ccccc1-c1ccccc1	-5	0.8	0	2	0.9	16	1	1	0	1.1
O=C(Nc1ccsc1C(=O)NC1CCCCC1)c1ccccc1	25	0.7	-1	-1	1	32	1	1	-4	0.8
CCn1cc(C(=O)OCC(=O)N(C)Cc2ccccc2)c(=O)c2ccc(C)nc21	-2	0.9	-19	-6	1.1	8	1.1	1.1	-8	1
CCCn1nc(C(=O)NCCN2CCOCC2)c2ccccc2c1=O	5	1	-6	7	1	0	1	1	0	1
COC(=O)c1ccc(NC(=O)c2ccccc2SC)cc1	1	0.9	-15	13	1.4	8	1.2	1.1	-5	1
CCCn1c(SCC(=O)c2c[nH]c3ccccc23)nnc1-c1ccncc1	22	0.9	-10	1	1.1	7	1	1	-3	0.8
CCN(CC)S(=O)(=O)c1c(OC)cc(C)c(Cl)c1C	-1	0.8	0	1	0.9	16	0.9	1	-2	1
COCc1[nH]nc2c1C1(CCC3(CC1)OCCO3)C(C#N)=C(N)O2	-4	0.8	6	-6	0.9	18	1	1.1	-8	1
COc1cc(/C=N/Nc2ncnc3sc4c(c23)CCC4)ccc1O	5	1.1	-53	39	1	-8	0.9	1	0	1
CCOC(=O)N1CCN(C(=O)CSc2nnc(-c3ccc(C)c(C)c3)o2)CC1	-8	1	-10	-2	0.9	1	1	1	-4	1.1
c1cc(-c2noc(CC3CCCCC3)n2)ccn1	27	0.9	1	-4	1	8	1.1	1.1	-6	0.7
COc1ccc(N2CCN(C(c3ccco3)c3sc4nc(C)nn4c3O)CC2)cc1 (centres undefined)	0	0.9	4	1	1	9	1.1	1	0	1
Cc1ccc(NC(=S)NC(NC(=O)c2ccco2)C(Cl)(Cl)Cl)cc1 (centres undefined)	1	1	-5	83*	0.9	5	0.9	1.1	-8	1
Oc1ccccc1Oc1c(F)c(F)nc(N2CCCC2)c1F	6	0.6	4	12	0.4	35	0.8	1	-3	0.9
O=S(=O)(NCc1ccc2c(c1)OCO2)c1cccc(S(=O)(=O)N2CCOCC2)c1	5	0.8	-10	5	0.5	25	0.9	1	0	0.9
O=C(CCNC(=O)c1ccc(Br)o1)NCc1ccccc1Cl	-2	1	-6	-1	1.1	3	1	1	0	1
Cc1nc(SCC(=O)N2CC(=O)Nc3ccccc32)nc(C)c1C	-4	1	-10	-6	1	-3	1.1	1	-4	1
CCN(CC)S(=O)(=O)c1ccc(C)c(NC(=O)COC(=O)c2ccc(C)c(S(=O)(=O)N3CCOCC3)c2)c1	2	0.8	-7	-4	0.9	19	1	1.1	-10	1
COc1cc(/C=C/C(=O)O)cc2c1OCCO2	5	0.8	-12	1	1.1	18	1.2	1.1	-8	1
O=C(CCN1C(=O)c2ccccc2S1(=O)=O)Nc1ccccc1O	.	1	-7	-4	1.1	4	1.1	1	-1	0.5
CCOC(=O)c1c(-c2ccc(C)s2)csc1NC(=O)c1ccco1	5	0.9	-15	.	1	11	1	1	-5	0.9
CC1=CC=CC2=NC(=O)CC(C)(C(=O)O)N12 (centres undefined)	3	0.8	3	-1	1.1	19	1	1	-1	1
CCc1nnc(NC(=O)CCC(=O)N2CCN(C3CCCCC3)CC2)s1	-7	0.9	-7	-4	0.9	14	0.9	1.1	-6	1.1
N#Cc1nc(Cc2ccccc2)oc1NCc1ccccc1Cl	48	0.9	-4	23	1	10	0.9	1	-4	0.5
COc1ccccc1N1CCN(C(=O)C2CCCO2)CC1 (centres undefined)	11	1.1	-6	-5	1.1	-7	1	1.1	-6	0.9
O=C(N/N=C/C1=C(N2CCOCC2)C(=C\c2ccccc2)/CC1)Nc1ccccc1	50	1	0	6	1	4	1	1	2	0.5
O=C1C2C3C=CC(C3)C2C(=O)N1c1ncn[nH]1 (centres undefined)	-15	0.9	-29	-4	1.1	6	1.1	1.1	-6	1.1
COc1ccc(C)cc1NC(=O)c1ccoc1C	4	0.9	-9	-8	1	11	1.1	1	-5	1
COC(=O)c1ccccc1NC(=O)c1cccc(NC(=O)C(C)C)c1	5	0.8	-5	5	1	20	1	1.1	-6	1

Reformatted with each value named: three of the compounds above
O=C(CC(c1ccccc1)(c1ccccc1)c1ccccc1)N[C@@H](Cc1ccc(O)cc1)C(=O)O
  bIAP inhibitor: -5	Diaphorase act: 0.8	TNAP inh no acc: -12	Lmaj promast: -7	PMI act hi M6P: 1	Diaph inh CS: 24	PMI act: 1	TNAP act hiacc: 1.1	TNAP inh hiacc: -7	bIAP activator: 1.1
Cc1nc(SCC(=O)N2CC(=O)Nc3ccccc32)nc(C)c1C
  bIAP inhibitor: -4	Diaphorase act: 1	TNAP inh no acc: -10	Lmaj promast: -6	PMI act hi M6P: 1	Diaph inh CS: -3	PMI act: 1.1	TNAP act hiacc: 1	TNAP inh hiacc: -4	bIAP activator: 1
Cc1cc(C(=O)NCc2ccc(S(N)(=O)=O)cc2)c(C)o1
  bIAP inhibitor: 2	Diaphorase act: 0.8	TNAP inh no acc: -10	Lmaj promast: 1	PMI act hi M6P: 1	Diaph inh CS: 18	PMI act: 0.9	TNAP act hiacc: 1.1	TNAP inh hiacc: -5	bIAP activator: 1

Assay outcomes (PubChem)
